Compound activity: PubChem BioAssay, several laboratories
UTI89 phage lysis: inhibition of K1F phage lysis, E. coli UTI89, bacterial capsule biogenesis inhibitors, alamar blue (AID 488966); E. coli UTI89 K1F phage lysis, alamar blue, 2 h; higher % means a stronger effect; inhibition, % at 100 µM; hits with a dose series show IC50 in µM; 340,000 compounds, 0.02% hits;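 active means phage lysis inhibition, versus mean bacterial control, above a set limit; inconclusive means no clear call, values can overlap the other calls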;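 further: capsule biogenesis inhibitors block K1F phage lysis so surviving cells raise fluorescence; higher fluorescence means more inhibition of phage lysis; actives were called in the ten point dose series up to 300 µM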
AID2073: inhibitors of Mint1-CaV2.2 protein interaction, biochemical, HTRF (AID 2073); HTRF protein-protein interaction, Mint1-CaV2.2; higher % means a stronger effect; Voltage-dependent N-type calcium channel subunit alpha-1B (Homo sapiens); 290,000 compounds, 0.19% hits; one-dose inhibition, % at 20 µM; IC50 in µM for titrated hits; in the data active means inhibition mostly above about 51%, no sharp cut-off; inconclusive means no clear call, values can overlap the other calls; inactive means mostly below about 53%; further: some results filed as inactive read as strong as hits
Autophagy HCS: autophagy modulators in MEF cells, primary screen, imaging, high-content, MEF GFP-LC3; MEF GFP-LC3 puncta imaging; test concentration mostly 10 µM; calls only at 10 µM (by protocol); 190,000 compounds, 0.98% hits; AID 463193, 2010;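 active means percentage of spot-positive cells more than 3 SD above its plate mean, without a fluorescence outlier flag or 80% toxicity; inconclusive means no clear call, values can overlap the other calls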;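 further: spot-positive cell cutoff set from DMSO-treated cells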
NS5 inhibitors: Dengue-2 NS5 methyltransferase inhibitors, primary screen, biochemical, confirmation dose response (AID 588689) | Genome polyprotein (Dengue virus type 2 (strain 16681-PDK53)) | Dengue-2 NS5 methyltransferase capping enzyme assay, biochemical; higher % means a stronger effect | inhibition, % at 25 µM, or IC50 in µM where a hit was titrated | 340,000 compounds, 0.3% hits; in the data active means a potency from the dose series; inconclusive means inhibition above about 29% without an active follow-up result
WT yeast gro inh: growth inhibition of WT strain, primary screen, mitochondrial fusion inhibitor project, WT and mutant strains, chemical genetic; mitochondrial fusion phenotypic screen; inhibition, % at 10 µM; 190,000 compounds, 2.1% hits; AID 1362, 2008; in the data active means inhibition above about 58%; tested in S. cerevisiae
RSV antiviral HEp-2: RSV antiviral activity via CPE protection, HEp-2 cells, primary 10 µM value included (AID 2391); 310,000 compounds, 0.13% hits; CPE inhibition, % at 10 µM; hits with a dose series show IC50 in µM; HEp-2 cells, RSV-induced CPE inhibition; higher % means a stronger effect; in the data active means a potency from the dose series; inconclusive means CPE inhibition mostly from about 23% at the one dose, without a potency; inactive means the rest, 99 in 100 with CPE inhibition below about 21%; further: strong numbers were not always called active
NTR1 agonist: agonists of NTR1, primary screen, imaging, U2OS cells, beta-arrestin-GFP, high content (AID 493036); Neurotensin receptor type 1 (Homo sapiens), P30989; NTR1-U2OS beta-arrestin-GFP spot imaging, agonist mode; activation, % at 20 µM; 330,000 compounds, 0.17% hits;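 active means activation at or above 40% of the spot to cytoplasm intensity ratio, with at least 20 cells analyzed; inconclusive means wells under 20 cells, flagged as cytotoxic or low count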;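 further: 0% = DMSO without peptide and 100% = 100 nM NTR1 peptide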
Target sequence (P30989 whole entry, looked up): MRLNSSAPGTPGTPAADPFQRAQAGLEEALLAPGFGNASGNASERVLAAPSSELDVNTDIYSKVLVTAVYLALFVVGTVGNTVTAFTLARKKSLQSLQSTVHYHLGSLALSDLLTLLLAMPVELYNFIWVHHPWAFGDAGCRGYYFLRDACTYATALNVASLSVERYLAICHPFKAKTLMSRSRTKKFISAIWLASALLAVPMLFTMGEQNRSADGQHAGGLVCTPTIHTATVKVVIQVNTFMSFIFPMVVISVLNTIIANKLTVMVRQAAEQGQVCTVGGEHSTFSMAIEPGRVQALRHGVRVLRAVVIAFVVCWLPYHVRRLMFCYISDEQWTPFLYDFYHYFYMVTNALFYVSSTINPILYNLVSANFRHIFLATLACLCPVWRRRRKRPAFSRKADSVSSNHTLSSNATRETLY
LYP inhibition: inhibitors of LYP phosphatase, biochemical, fluorescence intensity, uHTS (AID 1779); recombinant LYP phosphatase, fluorescence intensity; higher % means a stronger effect; inhibition, % at 11.5 µM, or IC50 in µM where a hit was titrated; 290,000 compounds, 0.054% hits; in the data active means inhibition above about 50%;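 further: plate controls were vehicle with enzyme for no effect and no enzyme for full effect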
GPR35 antagonists: GPR35 antagonists blocking zaprinast-driven arrestin recruitment, primary screen, imaging, U2OS, beta-arrestin-GFP, zaprinast agonist (AID 2058) | G-protein coupled receptor 35 (Homo sapiens) | U2OS GPR35 beta-arrestin-GFP translocation imaging, zaprinast antagonism; higher % means a stronger effect | inhibition, % at 10 µM; hits with a dose series show IC50 in µM | 290,000 compounds, 0.052% hits;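 active means inhibition of at least 50% with at least 30 cells and total cytoplasm GFP at most 10,000,000; inconclusive means under 30 cells or total GFP of 10,000,000 plus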
WT yeast gro inh mutant strain: also measured in WT yeast gro inh; calls as there; inhibition, %; mitochondrial fusion phenotypic screen, mutant strain inhibition
Autophagy HCS cell loss 18 h: recorded beside Autophagy HCS, whose call it bears; toxicity, %; measured here: cell loss, nuclei count;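 cell loss after 18 h compound exposure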
NTR1 agonist cell count 20 µM: also measured in NTR1 agonist; calls as there; cell count; measured here: cell count, cytotoxicity flag
NS5 inhibitors pilot replicate: second read-out of NS5 inhibitors, no call of its own (marks repeat the call); inhibition, %; measured here: pilot screen replicate inhibition
* = called active by the depositor; i = inactive; ? = inconclusive; / = not tested or not shown; [ ] = another dose, or the depositor's remark.

SMILES	UTI89 phage lysis	AID2073	Autophagy HCS	Autophagy HCS cell loss 18 h	NS5 inhibitors	WT yeast gro inh	WT yeast gro inh mutant strain	RSV antiviral HEp-2	NTR1 agonist	NTR1 agonist cell count 20 µM	LYP inhibition	GPR35 antagonists	others
COc1cc(CCC(=O)N2CCN(c3ccc([N+](=O)[O-])cc3)CC2)cc(OC)c1OC	-0.1%	16.5%	/	/	-5.9%	/	/	7.0%	1.0	77	-5.2%	3.9%
O=C(CN1CCN(C(=O)c2ccco2)CC1)Nc1ccc2c(c1)OCO2	0.8%	/	i	-2.9	0.7%	/	/	/	-1.1	41	/	/
O=C(c1ccc(Br)cc1)N1CCN(c2ncccn2)CC1	0.9%	/	/	/	0.8%	/	/	1.1%	-0.8	51	/	/
Cc1ccc(N=Cc2ccc(N(C)C)cc2)cc1C	0.3%	-4.0%	i	-0.1	-7.8%	-4.9	-0.4	-0.4%	0.3	41	-4.2%	5.8%
O=S(=O)([N-]c1nc2ccccc2nc1-[n+]1ccccc1)c1ccc(Cl)cc1	0.9%[50 µM]	15.9%	i	-1.0	5.4%	-9.9	-14.3	0.8%	1.0	58	-7.8%	0.1%
Cc1ccc(NC(=O)CSCC(=O)NCc2ccco2)cc1	1.3%[50 µM]	/	/	/	-4.4%	/	/	-1.4%	0.4	73	/	/
O=C(CSCc1ccc(Br)cc1)N=Nc1c(O)[nH]c2ccccc12	0.3%	4.2%	i	6.0	5.3%	17.6	-3.8	?	0.5	76	-3.2%	0.8%
Oc1[nH]c2ccccc2c1C=Nc1ccc2c(c1)OCO2	0.2%	-33.6%	i	-57.3	-7.7%	7.5	-1.4	0.6%	-0.7	43	2.3%	9.1%
COc1ccccc1NC(=O)C1=C(C)NC(=O)NC1c1ccccc1F (centres undefined)	-0.3%	6.4%	i	-5.2	2.1%	7.9	3.6	-1.3%	-2.7	91	0.2%	9.4%
O=C(OCC(=O)N1CCOCC1)c1ccc2ccccc2c1O	1.3%[50 µM]	/	/	/	-3.7%	/	/	0.3%	-1.1	55	/	/

Nothing new here: entries from further up.
SMILES	UTI89 phage lysis	AID2073	Autophagy HCS	Autophagy HCS cell loss 18 h	NS5 inhibitors	WT yeast gro inh	WT yeast gro inh mutant strain	RSV antiviral HEp-2	NTR1 agonist	NTR1 agonist cell count 20 µM	LYP inhibition	GPR35 antagonists	others
COc1cc(CCC(=O)N2CCN(c3ccc([N+](=O)[O-])cc3)CC2)cc(OC)c1OC	-0.1%	16.5%	/	/	-5.9%	/	/	7.0%	1.0	77	-5.2%	3.9%
O=C(CN1CCN(C(=O)c2ccco2)CC1)Nc1ccc2c(c1)OCO2	0.8%	/	i	-2.9	0.7%	/	/	/	-1.1	41	/	/
O=C(c1ccc(Br)cc1)N1CCN(c2ncccn2)CC1	0.9%	/	/	/	0.8%	/	/	1.1%	-0.8	51	/	/
Cc1ccc(N=Cc2ccc(N(C)C)cc2)cc1C	0.3%	-4.0%	i	-0.1	-7.8%	-4.9	-0.4	-0.4%	0.3	41	-4.2%	5.8%
O=S(=O)([N-]c1nc2ccccc2nc1-[n+]1ccccc1)c1ccc(Cl)cc1	0.9%[50 µM]	15.9%	i	-1.0	5.4%	-9.9	-14.3	0.8%	1.0	58	-7.8%	0.1%

The listing continues:
SMILES	UTI89 phage lysis	AID2073	Autophagy HCS	Autophagy HCS cell loss 18 h	NS5 inhibitors	WT yeast gro inh	WT yeast gro inh mutant strain	RSV antiviral HEp-2	NTR1 agonist	NTR1 agonist cell count 20 µM	LYP inhibition	GPR35 antagonists	others
CCN(c1ccc(OCC(=O)OCC(=O)Nc2ccc(F)c(F)c2F)cc1)S(=O)(=O)c1ccccc1	-0.1%[50 µM]	8.4%	i	-0.7	0.0%	19.5	-3.9	0.5%	/	/	-0.3%	3.0%
O=C(c1ccccc1)N1CN2CN(C(=O)c3ccccc3)CC([N+](=O)[O-])(C2)C1	3.6%	-11.1%	i	2.6	-7.3%	-0.4	-14.1	0.8%	0.6	43	-5.9%	13.7%
Cc1cccc(CN(CC(=O)N/N=C/c2ccco2)S(=O)(=O)c2ccc(Cl)cc2)c1	5.7%	-11.8%	i	37.3	-2.8%	41.2	5.9	2.2%	4.8	56	1.9%	2.1%
Cc1nc2oc3ccc(F)cc3c(=O)c2cc1C(=O)NC(C)(C)C	-2.2%	2.9%	i	-22.7	-3.4%	-13.0	-1.9	-1.2%	1.1	82	-3.2%	-18.0%
COCCCNCC(O)C(F)(F)F (centres undefined)	-0.3%	2.2%	i	-2.5	-3.2%	-3.0	-9.5	0.2%	0.0	48	-6.0%	12.0%
CCOc1ccc(N2CC(C(=O)Nc3cccc(S(=O)(=O)NC4=NCCC4)c3)CC2=O)cc1 (centres undefined)	-0.1%	9.5%	/	/	-5.3%	/	/	-0.3%	0.3	63	-4.1%	-1.6%
O=C(N/N=C/C1CC=CCC1)c1ccccc1O (centres undefined)	-0.4%	1.2%	i	23.5	-2.1%	1.0	10.0	0.7%	-0.5	40	2.0%	-0.7%
O=C(Nc1ccc2c(c1)C(=O)N(CC1CCCO1)C2=O)c1ccc(Cl)c(Cl)c1 (centres undefined)	0.6%	13.9%	i	-7.7	1.4%	5.8	15.1	9.6%	1.9	72	0.4%	-11.0%	NS5 inhibitors pilot replicate=1.4
COCCn1c(=N)c(C(=O)NCc2ccco2)cc2c(=O)n3ccccc3nc21	-1.4%	22.3%	i	11.8	0.8%	-1.5	3.8	0.2%	-0.1	52	-4.4%	1.2%
O=C(CN(CC1CCCO1)C(=O)CCC(=O)Nc1nccs1)NCc1ccc2c(c1)OCO2 (centres undefined)	0.6%	0.3%	i	-4.3	-2.0%	27.0	7.0	2.2%	0.8	38	1.8%	-7.4%
Cc1ccc(C)c(C(=O)CN2C3=NCCCN3c3ccccc32)c1	2.8%	-16.9%	i	8.2	1.4%	9.5	-5.6	-0.1%	0.0	42	-0.7%	2.5%
COc1ccc(CCNC(=O)NCCc2c[nH]c3ccccc23)cc1OC	0.5%	6.5%	/	/	0.7%	/	/	0.1%	-0.8	32	-7.7%	-7.2%
COc1ccc(-c2csc(NC(C)c3nc4cc(Cl)c(Cl)cc4n3CCCO)n2)cc1 (centres undefined)	-1.8%	/	/	/	5.6%	/	/	-4.7%	4.5	84	/	/
COc1ccc([N+](=O)[O-])cc1NC(=O)COC(=O)/C=C/c1ccco1	2.4%	-4.2%	i	8.9	0.7%	-7.4	-12.2	1.8%	1.2	51	2.7%	4.4%
CCOC(=O)c1ccc(NS(=O)(=O)c2ccc(-c3coc(C)n3)cc2)cc1	1.1%	17.2%	/	/	-7.9%	/	/	1.9%	-0.2	66	-11.2%	1.5%
Cc1cc(=O)oc2cc(NS(=O)(=O)c3ccccc3)ccc12	0.1%	43.0%	/	/	3.8%	/	/	0.0%	-0.3	57	-35.7%	-2.4%
C/C(CCc1ccccc1)=N\NC(=O)COc1ccccc1C	0.5%	5.8%	i	-27.6	-10.9%	5.8	1.9	-0.6%	1.6	33	-9.1%	-7.0%
COc1ccc(NC(=O)CCN2CCN(S(=O)(=O)c3ccc(Cl)cc3)CC2)cc1	1.7%	5.5%	i	-0.1	-2.4%	-2.6	9.7	1.1%	-0.2	46	-12.2%	3.0%
CCOc1cc(NC(=O)c2ccco2)c(OCC)cc1NC(=O)CCC(=O)NCc1cccnc1	-6.8%	-1.6%	i	2.9	-4.0%	5.9	6.4	3.4%	0.5	57	0.0%	-5.1%
O=C(NCCN1CCN(c2ccccc2)CC1)Nc1ccccc1Cl	0.0%	26.3%	/	/	2.0%	/	/	0.1%	-2.8	82	-7.3%	11.0%
O=C(CNC(=O)C(c1ccccc1)c1ccccc1)OCc1ccccc1	-0.1%	10.4%	i	-5.7	-3.0%	-34.8	-27.0	0.8%	-0.1	53	-0.7%	17.4%
Cc1ccc(C)c(NC(=O)C2CC(O)CN2C(=O)OC(C)(C)C)c1 (centres undefined)	0.5%	19.3%	i	22.9	1.1%	0.1	-6.9	0.2%	-0.7	51	-4.0%	15.1%
C[C@H]1CCC2[C@](C)(CO)[C@@H](O)CC[C@]2(C)[C@@]12CCC(CO)(CCO)O2 (some centres undefined)	0.1%	0.2%	/	/	-1.4%	/	/	0.4%	0.7	85	-5.9%	6.0%
O=C(NCCOc1ccccc1)c1cccc(S(=O)(=O)NCc2ccccc2)c1	0.1%[50 µM]	/	/	/	0.0%	/	/	9.5%	1.2	56	/	/
COc1ccc(S(=O)(=O)N2CCC(C(=O)NCC3CCCCC3)CC2)cc1	0.0%	8.8%	/	/	-1.6%	/	/	1.6%	0.9	49	-11.3%	12.4%
O=C(NC1CCCCCC1)C1CC(=O)N(c2ccc(Cl)cc2)C1 (centres undefined)	0.3%	-0.9%	/	/	-5.8%	/	/	0.4%	0.4	43	-10.1%	2.7%
CCCCC(=O)NN(C)c1nc(-c2ccccc2)nnc1C(F)(F)F	0.7%	-1.8%	i	-0.1	8.0%	3.3	-3.3	6.2%	-1.5	57	-6.3%	-6.3%
CCc1ccc(N2CCN(S(=O)(=O)CC34CCC(CC3=O)C4(C)C)CC2)cc1 (centres undefined)	-0.6%	9.4%	/	/	-8.0%	/	/	3.6%	6.6	56	-5.9%	8.2%
COc1cccc(CC(=O)Nc2nccs2)c1	0.7%	3.1%	i	-11.8	-4.0%	-9.8	-1.6	-0.4%	1.1	52	-3.8%	-10.4%
CC(C)[C@H]1C=C(C(=O)O)O[C@@H](OCc2ccc(CO)cc2)C1	0.6%	4.9%	/	/	0.0%	/	/	1.8%	1.6	51	-11.4%	10.6%
Cc1cccc(NC(=O)CSc2nnc(-c3n[nH]c4ccccc34)o2)c1	-0.9%	0.5%	i	7.7	-2.2%	-9.3	3.6	1.9%	-0.8	54	-9.0%	8.3%
O=C(c1ccc2c(c1)OCCO2)C1CCN(S(=O)(=O)c2cccc(F)c2)CC1	6.8%	-1.9%	i	0.6	0.8%	31.9	9.3	0.9%	0.4	66	-1.2%	4.5%
CCC(=O)N1CCc2cc(Br)cc(S(=O)(=O)NCCN3CCCCC3C)c21 (centres undefined)	1.6%	-4.2%	i	-52.6	-12.9%	-1.9	-6.2	0.5%	-0.2	110	-5.3%	-10.4%
